PDI turbidity: blocks human protein disulfide isomerase activity; P07237; PDI insulin aggregation turbidity, A650, 90 min; inhibition, % at 10 µM; hit rate 0.052% among 350,000;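 active = mean inhibition across replicates of 30% or more, whatever share of single replicates reach that level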;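 note: absorbance from insulin aggregation driven by PDI reduction with DTT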
Target sequence (P07237 whole entry, looked up): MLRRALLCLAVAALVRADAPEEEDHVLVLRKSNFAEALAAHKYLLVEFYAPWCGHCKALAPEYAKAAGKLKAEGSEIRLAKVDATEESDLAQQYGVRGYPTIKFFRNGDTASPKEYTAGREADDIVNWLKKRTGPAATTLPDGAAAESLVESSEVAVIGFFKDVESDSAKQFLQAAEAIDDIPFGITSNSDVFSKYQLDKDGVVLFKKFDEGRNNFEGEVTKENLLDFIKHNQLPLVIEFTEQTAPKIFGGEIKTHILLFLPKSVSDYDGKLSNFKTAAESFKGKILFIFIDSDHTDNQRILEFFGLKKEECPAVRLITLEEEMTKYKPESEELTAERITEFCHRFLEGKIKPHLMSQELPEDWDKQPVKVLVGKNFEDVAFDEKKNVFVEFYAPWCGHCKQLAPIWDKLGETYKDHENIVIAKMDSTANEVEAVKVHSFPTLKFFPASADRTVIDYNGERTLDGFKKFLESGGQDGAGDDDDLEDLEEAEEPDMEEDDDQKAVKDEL
TRPM1 prom inh: inhibitors of MITF-driven TRPM1 promoter in melanoma cells | SK-MEL-5 TRPM1 promoter luciferase, 24 h | inhibition, % at 12.5 µM | hit rate 0.83% among 330,000 | AID 488899;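 active = mean inhibition across replicates of 60% or more, whatever share of single replicates reaches that level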; note: values of inactives mirror those of a sister screen read the other way
HIF-2a block: blocks HIF-2a reporter activity; hit rate 0.72% among 360,000; AID 624352; inhibition, % at 18.8 µM; 786-0 RCC cells HIF-2a reporter, luciferase luminescence, overnight;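 active = inhibition of the luminescence signal of 40% or more relative to plate controls, in a single-dose primary screen at 18.75 µM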
Shn3 3UTR inh: Schnurri-3 reporter inhibition in Clone20 osteoblasts; Clone20 osteoblast Shn3 3'UTR firefly luciferase, 24 h; inhibition, % at 12.5 µM; hit rate 0.52% among 360,000;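 active = mean inhibition of at least 75% with every replicate also reaching 75%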;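 note: 0% = median of neutral control wells and 100% = pilot-screen positive control compound; some compounds past the cut are filed as inactive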
NR2E3 ag-1: activates human NR2E3 receptor; CHO-S Gal4-NCOR/VP16-NR2E3 two-hybrid, luciferase; inhibition of corepressor binding, % at 3.98 µM; Q9Y5X4; AID 602229; hit rate 0.35% among 360,000;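 active = inhibition above the mean of all tested compounds plus 3 SD, cut at about 70% in these data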;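 note: 0% = DMSO with NR2E3 transfected cells and 100% = cells lacking NR2E3 construct; higher means lower luciferase signal from less NR2E3 corepressor binding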
NR2E3 ag-2: activates human photoreceptor nuclear receptor NR2E3; Q9Y5X4; inhibition of corepressor binding, % at 4.78 µM; hit rate 0.12% among 320,000; GST-NR2E3/biotin-RetCOR TR-FRET, 1536-well; AID 2300;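 active = percent inhibition above the cutoff of mean plus 3 SD of all tested compounds, set per screening campaign, cut at about 20% in these data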;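 note: 0% = DMSO wells and 100% = biotin wells as full block of FRET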
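Format: 1536-well format; test system: GST-NR2E3 and biotin-RetCOR proteins; read-out basis: percent inhibition of TR-FRET ratio; timing: 5 h incubation at 4 °C; detection: time-resolved FRET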
m5-HT2A agonist: activates the mouse 5-HT2A serotonin receptor. CHO-K1 mHTR2A beta-arrestin complementation, luminescence; percent of 30 µM serotonin response. activation, % at 7.6 µM. hit rate 0.66% among 360,000. AID 624169;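 active = activation above a run cutoff, the mean activation of all tested compounds plus 3 SD, cut at about 14% in these data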;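 note: 0% = plate median of compound wells and 100% = 30 µM serotonin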
Target sequence (P35363 whole entry, looked up): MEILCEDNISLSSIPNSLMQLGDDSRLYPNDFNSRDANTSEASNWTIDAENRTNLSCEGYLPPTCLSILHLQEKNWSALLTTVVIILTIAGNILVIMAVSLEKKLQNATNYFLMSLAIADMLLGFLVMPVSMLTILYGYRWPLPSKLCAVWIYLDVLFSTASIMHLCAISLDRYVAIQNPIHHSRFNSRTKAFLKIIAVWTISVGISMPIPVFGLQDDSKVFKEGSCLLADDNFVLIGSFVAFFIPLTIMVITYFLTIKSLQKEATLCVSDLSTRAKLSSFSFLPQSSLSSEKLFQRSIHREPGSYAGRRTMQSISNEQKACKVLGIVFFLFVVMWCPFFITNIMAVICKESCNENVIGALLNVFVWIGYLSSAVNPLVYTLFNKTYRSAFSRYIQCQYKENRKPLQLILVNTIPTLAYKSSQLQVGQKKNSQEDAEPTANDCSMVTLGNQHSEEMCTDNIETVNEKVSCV
Peg3 prom inh: inhibitors of Peg3 promoter; HeLa PEG-Prom luciferase reporter, luminescence, overnight; inhibition, % at 20 µM; hit rate 1.7% among 360,000;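 active = inhibition of at least 50% at 20 µM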
CaV13 ICDI inh: Disruptors of the CACNA1D IQ motif to Ca2+-dependent inactivation inhibitor domain association, primary screening, Förster resonance energy transfer in intact living …; HEK cells, CFP/YFP FRET ICDI-IQ, plate reader, 10 min; percent FRET-ratio fall versus neutral wells; inhibition, % at 12.3 µM; hit rate 0.098% among 340,000; AID 743397;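 active = mean replicate inhibition of at least 30% and at least 1% of replicates passing that level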;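 note: 0% = median of the neutral control wells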
hiPSC survival: hiPSC single-cell survival enhancement; survival enhancement, % at 20 µM; AID 602274; ATPlite luminescence; 100% = ROCK inhibitor wells, 0% = DMSO; hit rate 0.044% among 360,000; in the data active = survival enhancement above about 18%;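 note: cells exposed to compounds for 16 hours before the ATP read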
Cardio protect: protects H9c2 cardiomyocytes from peroxide injury | H2O2 injury protection, ATPLite, 2 h | protection from H2O2 cell death, % at 20 µM | hit rate 0.63% among 360,000;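 active = compounds giving at least 50% protection of heart cells from peroxide-induced death in the single-dose screen, raw or plate-pattern-corrected value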;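 note: 0% = DMSO wells with peroxide and 100% = DMSO wells without peroxide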
Active calls of the source: *; / = not tested or not shown; & = joins results of further samples. Outcome played no part in choosing rows. Share with any hit: about 3.9%.

SMILES	PDI turbidity	TRPM1 prom inh	HIF-2a block	Shn3 3UTR inh	NR2E3 ag-1	NR2E3 ag-2	m5-HT2A agonist	Peg3 prom inh	CaV13 ICDI inh	hiPSC survival	Cardio protect
O=C(COC(=O)c1cccc(NS(=O)(=O)c2ccc(F)c(F)c2)c1)NC(=O)NC1CCCC1	-13	24	13	0	-5	3	5	8	-3	1.3	-5
COc1ccccc1CN1CC(C(=O)NCCCCc2ccccn2)CCC1=O (stereo unspecified)	0	/	-75	-14	-6	/	9	-14	-11	-2.1	4
O=C(N/C(=C\c1ccco1)C(=O)N1CCCC(CO)C1)c1ccccc1 (stereo unspecified)	15	12	14	1	-28	2	3	16	-3	-0.5	-2
Cc1c(C)c2ccc(OC(C)C(=O)N3C[C@H]4C[C@@H](C3)c3cccc(=O)n3C4)c(C)c2oc1=O (stereo partly specified)	/	2	-8	-6	-14	0	5	3	/	-2.0	1
Cc1cccc(NC(=O)c2ccccn2)c1C	0	-86	-186	-55	-54	1	-6	-204	/	4.6	-6
Cc1cc([N+](=O)[O-])nn1CC(=O)N/N=C/c1ccccc1O	0	-9	-10	27	-10	0	4	-28	-17	0.0	58*
O=C(O)c1ccc(OCCn2ccnc2)cc1	2	-7	6	12	-20	2	2	13	-6	-2.7	3
CCC1CCCCN1S(=O)(=O)c1ccc([N+](=O)[O-])cc1 (stereo unspecified)	5	-3	-13	9	12	1	1	19	-3	-0.4	1
COc1ccc2c(c1)c(=O)oc1cc(OCC(=O)NC3CCCCC3)ccc12	-9	-7	-42	2	7	2	7	-59	-4	0.2	-8
CCN(C(=O)COC(=O)c1ccc(C)c(S(=O)(=O)N2CCCCC2)c1)C1CCS(=O)(=O)C1 (stereo unspecified)	2	-3	4	-40	-4	1	-7	5	-4	1.2	2
Cc1sc2nc(SCC(=O)N(CCO)CCO)nc(N)c2c1C	4	2	12	-1	-11	2	0	-7	4	0.3	6
COc1cc2c(cc1OC)CN(C1CCCN(Cc3cc(Cl)ccc3O)C1)CC2 (stereo unspecified)	9	12	16	0	-12	0	4	-4	-4	-0.6	-2
Cc1ccccc1Sc1c(C#N)c(-c2ccccc2)nn1C	-8	9	-31	-17	-2	3	-3	2	/	-0.4	-2
Cc1sc2nc(SCC(=O)N(C)Cc3ccccc3)n(-c3ccccc3)c(=O)c2c1C	-2	-13	27	10	5	-2	-1	27	-2	4.8	24
CCOc1ccc2nc(N3C(=O)/C(=C/c4ccc(Cl)cc4)NC3=S)sc2c1	11	-4	-96	-30	-30	/	4	-55	-4	1.9	-14
N#CCn1c(Cc2ccccc2)nc2ccccc2c1=O	5	4	18	-24	-17	/	7	8	-5	2.7	7
Cc1ccc(C(C(=O)NC(C)(C)C)N(Cc2cccnc2)C(=O)C(=O)NC2CCCCC2)o1 (stereo unspecified)	-2	4	8	21	6	-5	5	-17	3	-0.5	1
COc1ccc(C(=O)Nc2ccc3[nH]ccc3c2)cc1OC	-1	-33	-189	-51	-82	1	-4	-131	-5	0.3	-9
Cc1nn(CC(=O)NCc2ccccc2)c(C)c1[N+](=O)[O-]	-8	10	17	-3	-5	2	2	-4	/	0.4	-3
O=C(NCCCNCc1ccccc1)c1ccc(/C=N/O)nc1	2	14	18	-18	-6	2	-1	2	-5	-2.6	3
COc1ccc(C2(c3ccc(OC)cc3)NC(=O)N(CC(=O)N3CCOCC3)C2=O)cc1	4	-8	5	6	12	1	12	-3	-6	-0.4	-2
CCCN(CCC)Cc1c(C(=O)N/N=C/CCc2ccccc2)nnn1-c1nonc1N	8	8	-6	10	-18	3	6	-6	-3	-0.1	-3
COc1ccc(-c2ccc3c(c2)S(=O)(=O)c2cccc(C(=O)NCc4cc(C)oc4C(F)(F)F)c2C3=O)cc1OC	2	18	0	19	-20	/	-2	6	/	-1.8	-14
Cc1ccc(C(C)C)c(OCC(=O)Nc2ccccc2N2CCN(C)CC2)c1	1	11	13	-11	-29	0	-4	40	-6	1.8	34
COc1ccc(NS(=O)(=O)c2ccc(C)c(C(=O)NNC(=O)c3csc(N4CCOCC4)n3)c2)cc1	4	8	2	7	-15	-5	-2	-8	-6	0.7	-1
Cc1occc1C(=O)Nc1ccc2c(c1)OCCO2	3	-22	-93	-32	-33	-1	1	-176	-4	-5.2	-7
O=C(CN(Cc1ccco1)C(=O)c1nsc(Cl)c1Cl)NC1CCCCC1	4	-1	13	11	14	5	4	16	-10	0.7	-1
CCN(CC)C(=O)c1sc(NC(=O)Cc2ccccc2)c(C#N)c1C	0	2	7	11	2	2	0	7	/	-0.3	-4
COc1ccc(NC(=O)CCCn2c(=O)c3sccc3n(Cc3cccc(C)c3)c2=O)cc1	0	-6	20	3	-3	0	5	8	-5	-0.5	-1
CC(C)COC(=O)C1C(=O)CC(C)(O)C(C(=O)OCC(C)C)C1c1cccnc1 (stereo unspecified)	4	-5	10	-1&-4	-23	2	12	15	-4	-0.3	2
O=C(C(=O)N1CCc2ccccc2C1)c1cn(CC(=O)N2CCOCC2)c2ccccc12	0	-7	7	4	-3	0	0	5	-3	0.5	4
CCc1nc(N)c(C#N)c(-c2cccc3ccccc23)c1C	-3	-4	6	11	-39	1	-1	11	0	-1.6	-5
COc1ccccc1NC(=O)NC(=O)c1ccccc1	-6	-46	-244	-84	-75	3	1	-211	-2	-0.9	-13
COCCCn1c(SCC(=O)N2CCOCC2)nnc1-c1ccco1	-3	-2	-3	2	6	7	0	-4	-2	-0.5	0
COc1cccc(/C=N/NC(=O)C(=O)NCc2ccco2)c1O	4	6	6	53	-4	-3	-3	23	/	6.4	37
CNC(=O)C12CC3CC(CC(Cl)(C3)C1)C2	-6	9	14	-16	4	0	1	5	-3	0.4	3
CC(Sc1cccc[n+]1[O-])C(=O)Nc1ccc([N+](=O)[O-])cc1Cl (stereo unspecified)	10	-6	8	-3	10	1	-2	14	4	5.3	8
COc1cc(OC)c(NC(=O)CCNS(=O)(=O)c2cc(Br)cnc2N)cc1Cl	-4	-4	22	5	-18	3	3	7	-7	0.4	-6
O=C(CNS(=O)(=O)c1cccs1)N1CCCCC1	-5	4	-23	-14	-39	3	-4	-2	-3	-0.5	1
O=C1N=C(N2CCN(c3ccccc3)CC2)S/C1=C/c1cccs1	7	-12	-98	-4	-25	3	-7	-30	-12	1.5	1

The closing 4 entries of the section above lead into the next:
SMILES	PDI turbidity	TRPM1 prom inh	HIF-2a block	Shn3 3UTR inh	NR2E3 ag-1	NR2E3 ag-2	m5-HT2A agonist	Peg3 prom inh	CaV13 ICDI inh	hiPSC survival	Cardio protect
CC(Sc1cccc[n+]1[O-])C(=O)Nc1ccc([N+](=O)[O-])cc1Cl (stereo unspecified)	10	-6	8	-3	10	1	-2	14	4	5.3	8
COc1cc(OC)c(NC(=O)CCNS(=O)(=O)c2cc(Br)cnc2N)cc1Cl	-4	-4	22	5	-18	3	3	7	-7	0.4	-6
O=C(CNS(=O)(=O)c1cccs1)N1CCCCC1	-5	4	-23	-14	-39	3	-4	-2	-3	-0.5	1
O=C1N=C(N2CCN(c3ccccc3)CC2)S/C1=C/c1cccs1	7	-12	-98	-4	-25	3	-7	-30	-12	1.5	1
O=C(NCCOc1ccccc1)C(c1ccccc1)c1ccccc1	4	-3	-38	-18	-6	-3	-8	-65	-2	-2.3	0
Cn1c(=S)[nH]c(=O)c2ncc(=O)[nH]c21	-4	6	18	19	-9	1	5	17	-4	0.0	3
CCOc1ccc(CN=C(N)N=C(N)N)cc1Cl	1	10	9	-3	-20	2	-4	13	/	-0.5	0
OCCOCCOc1cccc2[nH]ccc12	-5	-1	3	0	21	7	1	-2	4	-0.6	10
O=C(CSc1ncccn1)NN=C1CCCCCC1	-2	-8	12	-8	11	3	-2	10	-4	-1.0	-4
CC(Oc1cc(Cl)ccc1Cl)C(=O)N/N=C\c1ccnn1C (stereo unspecified)	-2	-4	30	-12	-3	4	-1	13	-19	0.6	-3
CC(C)N1CC(O)=C(c2ccccc2)C1=N	-5	6	-10	-2	33	4	-2	2	-8	-1.1	3
CCOC(=O)C1=C(c2ccccc2)NC(SC)=C(C#N)C1c1ccco1 (stereo unspecified)	15	-7	16	44	-1	3	0	15	-5	0.8	-5
O=C(Cn1nc(-c2ccc(Cl)cc2)ccc1=O)NCCCN1CCN(Cc2ccccc2)CC1	-2	2	14	-16	-10	2	3	-15	-5	3.6	1
O=C(Nc1ccc2c(c1)OCO2)c1ccc(=O)[nH]n1	-1	-12	-123	11	-24	-1	-1	-90	-5	0.6	-1
COc1ccc(CCNC(=O)C2CCN(C(=O)c3ccc(C(C)(C)C)cc3)CC2)cc1OC	-1	-20	-47	-7	-125	3	4	-48	-1	1.1	7
Cc1ccc(N(CC(=O)NCC2CCCO2)C(=O)CNS(=O)(=O)c2ccc(Cl)cc2)cc1 (stereo unspecified)	6	6	8	-1	-16	0	-1	4	-3	0.0	-3
NCCc1nnc(SCc2c(Cl)cccc2Cl)o1	-4	-5	17	-7	0	-2	2	4	3	-0.3	9
Cc1ccc(NS(=O)(=O)c2c(C)nc3sccn3c2=O)cc1C	8	0	8	11	3	4	1	15	-6	1.0	-5
CCOc1ccc(CCNC(=O)CCc2nnc3ccc(N4CCCC4)nn23)cc1OCC	/	-2	11	12	9	0	1	-4	-11	-1.6	0
Cc1ccccc1-c1c(C)oc2cc(O)ccc2c1=O	2	-4	9	1	11	6	2	12	/	1.9	1
Cc1n(Cc2ccccc2)c2cc([N+](=O)[O-])ccc2[n+]1Cc1ccccc1	7	13	6	-6	7	4	3	9	-3	-0.2	0
Cc1ccc(OCC(=O)N2CCCC(CCC(=O)N(C)CCc3ccccn3)C2)cc1 (stereo unspecified)	0	16	10	-28	-4	4	1	11	-4	-2.9	3
Cc1ccc(NC(=O)CC2S/C(=N/c3nccs3)N(C)C2=O)cc1C (stereo unspecified)	0	7	8	19	3	-2	7	-4	0	3.2	-1
O=C(O)c1nc(N2CCOCC2)nc(N2CCOCC2)n1	0	0	3	3	9	3	1	0	-8	-2.2	0
CN(CC(=O)Nc1cccc(F)c1)C(=O)c1cc([N+](=O)[O-])ccc1N1CCCCC1	4	4	-2	0	6	-1	-7	8	-16	-0.4	6
Cc1ccc(C)c(NC(=O)CNS(=O)(=O)c2ccccc2)c1	3	-1	-9	-10	7	-2	-1	0	-5	-1.4	2
COc1ccc(Cc2nc3ccc(C(=O)N(C)Cc4cc(C)[nH]n4)cc3o2)cc1OC	4	2	-19	-4	-16	3	0	-33	-7	-0.5	-2
CC(Cc1nnc(N)s1)c1ccccc1 (stereo unspecified)	-7	-6	7	5	-44	0	1	7	-21	-0.2	-1
COc1ccc(N2C(=O)c3cc4ccccc4cc3C2=O)cc1	-13	16	11	-11	-17	1	-4	7	-18	-0.1	-2

High-throughput results (PubChem)
